ABCB6 inh 2: ABCB6 transporter inhibitors, primary screen, K562-ABCB6 cells, flow cytometry, MLPCN library; K562-ABCB6 porphyrin accumulation, 1 h; stronger effect = lower value; ATP-binding cassette sub-family B member 6 (Homo sapiens), Q9NP58; fluorescence ratio to DMSO, % at 10 µM; actives 0.19% (n = 360,000);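 active means fluorescence ratio to DMSO below 75%, the collection mean minus 3 SD; inconclusive means too few cells collected in the well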;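 further: signal is porphyrin accumulated inside mitochondria; 100% equals median channel fluorescence of DMSO control wells; lower ratio means ABCB6 inhibition with less porphyrin fluorescence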
Exocytosis inh: LAMP-1 surface exposure blockers, TALL-104 cells – cell-based, flow cytometry, MLPCN library, primary screen; AID 651702, 2012; inhibition, % at 10 µM; TALL-104 LAMP-1 surface exposure; cells stimulated with thapsigargin and PMA; actives 0.66% (n = 360,000);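 active means inhibition above about 55%, limit read from the data; inconclusive means no clear call, values can overlap the other calls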
ABHD5 PLIN5 PPI: ABHD5-PLIN5 interaction inhibitors, primary screen, cell lysate, split luciferase complementation, luminescence | actives 0.78% (n = 360,000) | AID 602281, 2012 | Perilipin-5 (Homo sapiens) + 1-acylglycerol-3-phosphate O-acyltransferase ABHD5 (Homo … | inhibition, % at 4 µM | Split G. princeps luciferase complementation, 4 h;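 active means inhibition above the mean inhibition across every tested compound plus 3 SD, cut at about 22% in these data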;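 further: 0% = DMSO only wells and the 100% control is not disclosed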
MC4R ag barr: MC4R agonists recruiting beta-arrestin, primary screen, cell-based, luminescence, agonist arm of biased-ligand search | U2OS MC4R beta-arrestin complementation; percent of melanotan II response, DMSO zero | activation, % at 8.9 µM | actives 0.98% (n = 360,000);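 active means activation above a per-plate cutoff, the mean activation of sample wells on that plate plus 3 SD, cut at about 8% in these data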
Target sequence (P32245 whole entry, looked up): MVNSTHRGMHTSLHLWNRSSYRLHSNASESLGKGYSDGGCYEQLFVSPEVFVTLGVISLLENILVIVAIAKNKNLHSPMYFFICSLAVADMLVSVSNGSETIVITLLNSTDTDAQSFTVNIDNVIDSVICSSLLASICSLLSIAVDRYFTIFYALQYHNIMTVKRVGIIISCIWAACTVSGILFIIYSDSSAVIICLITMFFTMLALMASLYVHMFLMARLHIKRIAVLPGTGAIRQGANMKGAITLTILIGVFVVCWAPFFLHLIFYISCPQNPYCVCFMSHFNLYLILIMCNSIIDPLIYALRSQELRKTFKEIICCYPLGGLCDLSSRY
aDG glyco act: activators of alpha-DG glycosylation, primary screen, uHTS, Pro5-aDG cells, AlphaScreen. activation, % at 10 µM. alpha-DG glycosylation AlphaScreen (IIH6); 0% Pro5, 100% B10-LARGE cell signal. actives 0.22% (n = 360,000);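 active means activation of at least 8% versus controls, or a plate z-score of at least 8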;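 further: Pro5 are CHO cells carrying HIG-tagged alpha-DG that lacks glycosylation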
MC4R antag cAMP: MC4R antagonists of cAMP signaling, primary screen, cell-based, TR-FRET, antagonist arm of biased-ligand search | MC4R-expressing cells, MTII-stimulated cAMP, LANCE TR-FRET | inhibition, % at 6.5 µM | actives 0.48% (n = 360,000);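 active means inhibition above its plate's cutoff, the mean of tested wells on that plate plus 3 SD, cut at about 29% in these data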;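 further: 0% = Melanotan II alone and 100% = Melanotan II plus saturating MCL0020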
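System: U2OS-MC4R stable cell line; Technique: Eu-cAMP/anti-cAMP TR-FRET, emission 671 nm; Repeats: single well per compound; Also added: Melanotan II; Dosing: one concentration, 6.5 µM nominal; Schedule: 30-min compound, 1-h challenge, 1-h detection, room temperature.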
NOD2-RIPK2 inh: NOD2-RIPK2 binding disruptors in cells, primary screen, fluorescence, CHO cells, BLA complementation. Receptor-interacting serine/threonine-protein kinase 2 (Homo sapiens), O43353. CCF4 ratio. inhibition, % at 4.98 µM. actives 0.38% (n = 360,000). AID 624267, 2012; in the data active means inhibition above about 21%;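 further: 0% = vehicle only and 100% = reference blocker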
Target sequence (O43353 whole entry, looked up): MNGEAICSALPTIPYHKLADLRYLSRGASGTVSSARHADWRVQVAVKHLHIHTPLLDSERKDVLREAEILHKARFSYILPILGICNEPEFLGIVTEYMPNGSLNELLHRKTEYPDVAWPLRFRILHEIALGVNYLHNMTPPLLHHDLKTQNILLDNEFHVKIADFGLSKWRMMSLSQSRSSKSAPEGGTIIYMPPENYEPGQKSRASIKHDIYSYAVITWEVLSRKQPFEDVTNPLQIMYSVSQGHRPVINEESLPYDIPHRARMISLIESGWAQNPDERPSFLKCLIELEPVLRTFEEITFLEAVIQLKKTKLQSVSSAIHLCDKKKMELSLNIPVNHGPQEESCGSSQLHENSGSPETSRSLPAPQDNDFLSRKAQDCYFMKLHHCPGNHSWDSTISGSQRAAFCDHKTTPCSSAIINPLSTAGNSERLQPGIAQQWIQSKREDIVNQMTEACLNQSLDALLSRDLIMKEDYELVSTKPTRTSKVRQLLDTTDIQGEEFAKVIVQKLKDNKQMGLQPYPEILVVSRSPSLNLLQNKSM
N-glyco inh: increase of ERlucT glycosylation luciferase signal, primary screen, N-linked glycosylation inhibitor project, D54 ERlucT cells, luminescence, set 2; D54 ERlucT glycosylation luciferase reporter, 24 h; percent of 100 nM tunicamycin response; reporter increase, % at 12.5 µM; actives 0.23% (n = 360,000); AID 588692, 2011;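 active means mean luciferase reporter signal, scaled so untreated is 0 and the glycosylation-blocking control 100, at or above a set limit in every replicate; inconclusive means mean reaches the limit but not every replicate does; inactive means mean below the limit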;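 further: luciferase carries N-glycosylation sites so blocking glycosylation raises the light; 0% = median of neutral control wells and 100% = median of 100 nM tunicamycin wells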
TLR9-MyD88 block: inhibitors of TLR9-MyD88 association in cells, primary screen, cell-based, CHO, BLA complementation, fluorescence. inhibition, % at 4.98 µM. actives 0.21% (n = 340,000). Toll-like receptor 9 (Homo sapiens) + Myeloid differentiation primary response protein …. CCF4 FRET ratio;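 active means inhibition above the mean over all tested compounds plus 3 SD, cut at about 21% in these data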;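 further: 0% = DMSO only wells and 100% = clavulanate BLA inhibitor control wells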
Vif inh: HIV Vif self-association inhibitors, primary screen, imaging, HEK293T, single point; HEK293T cells, Vif self-association by quenched fluorescence, 24 h; inhibition, % at 7.49 µM; actives 0.35% (n = 340,000); AID 602346, 2012; in the data active means inhibition above about 50%, passing the limit was not always enough; inconclusive means no clear call, values can overlap the other calls; inactive means below about 31%; further: some results filed as inactive read as strong as hits
Numbers without * were called inactive; ? = inconclusive; . = not tested or not shown; & = joins results of further samples. This is a subset; count on the stated rates, not on these rows.

SMILES	ABCB6 inh 2	Exocytosis inh	ABHD5 PLIN5 PPI	MC4R ag barr	aDG glyco act	MC4R antag cAMP	NOD2-RIPK2 inh	N-glyco inh	TLR9-MyD88 block	Vif inh
COc1ccc(CCNC(=O)COC(=O)COc2ccc(Cl)cc2)cc1OC	103	-3	1	-1.2	0.1	8	-9	1	5	-4
Cc1nc2c(OCC(=O)c3ccc(F)cc3)cccn2c1N(C)Cc1cccs1	104	15	-15	-0.7	0.3	5	-3	-1	.	-3
CC(C)Cn1c(-c2nn(C)cc2Cl)n[nH]c1=S	101	-5	-4	-2.5	-0.2	2	3	2	-3	-1
CCc1cccc(C)c1NC(=O)CSc1nc(C)c(C)o1	93	-3	0	1.7	-0.3	5	-6	1	-4	16
Cc1cccnc1NC(=O)C1CCN(S(=O)(=O)c2ccc3ccccc3c2)CC1	99	-4	-1	-1.9	-0.1	20	0	0	-1	.
CN=C1c2ccccc2CN1c1cccc(C(=O)OC)c1	92	2	-3	1.4	0.0	10	5	3	-7	-2
COc1ccc(S(=O)(=O)N2CCCCC2)cc1NC(=O)c1cnc(C)cn1	92	5	-4	-3.9	-0.3	8	4	-1	2	-1
COc1ccc(N2C(=O)C(CN3CCN(C)CC3)C2c2ccccc2)cc1 (stereo unspecified)	99	2	1	-2.4	0.1	4	1	-1	7	-1
COc1ccc(/C=C/c2cc(-c3ccc(C)cc3)o[n+]2C)cc1	111	3	28*	-1.2	0.8	9	-4	-2	4	-11
O=C1c2ccccc2[C@@H]2C[C@@H](O)[C@H](Nc3cccc(C(F)(F)F)c3)CCN12	101	1	3	-2.5	-0.1	15	12	3	-7	-12
CCCCCn1c(SCCOCC)nc2c1c(=O)[nH]c(=O)n2C	94	0	5	0.2	0.0	9	-4	2	6	-13
Cc1cc(C(=O)Cn2nnc(-c3ccc(Cl)cc3)n2)c(C)n1CC1CCCO1 (stereo unspecified)	98	-3	-3	-1.5	0.1	2	3	1	-5	-12
O=C(CCNC(=O)c1ccc([N+](=O)[O-])cc1)NCc1cccs1	106	-16	6	0.1	2.3	8	0	1	-7	4
CCCc1nc(Nc2nc3ccccc3o2)nc(C)c1C(=O)OCC	89	-2	4	3.5	0.3	-3	9	-6	10	-11
Cc1ccccc1CNS(=O)(=O)c1ccc2c(c1)C(C)(C)C(=O)N2C	101	0	-8	-1.2	-0.3	3	6	0	1	-1
CC(C)N1CCC(N2CCN(Cc3ccc(Oc4ncccn4)cc3)CC2CCO)CC1 (stereo unspecified)	100	1	0	3.0	0.0	7	-3	-2	-10	-3
Cc1cccc(OC(C)C(=O)N2CCCN(C)CC2)c1C (stereo unspecified)	93	0	-3	-2.6	-0.3	7	1	1	-4	-7
O=C(COc1ccccc1C(=O)Nc1ccccc1)c1ccc(Br)cc1	99	-1	-4	-1.2	0.2	22	-1	-6	6	-19
O=C1CCCC(=O)C1=C1SCCCS1	94	-4	10	-1.4	0.1	2	2	3	-3	-7
COCCNC(=O)/C(C#N)=C/c1c(N2CCN(c3ccccc3)CC2)nc2ccccn2c1=O	99	16	6	-2.1	-0.2	16	1	0	-10	0
CCn1c(SCC(=O)N2CCN(S(=O)(=O)c3ccccc3)CC2)nnc1-c1cccs1	88	0	3	-2.1	0.5	4	-15	-1	-6	-9
CSc1ccc(/C=N/n2nnnc2N)cc1	93	-3	6	0.0	-0.4	7	7	2	-3	-1
CC(=O)Nc1cccc(C(=O)N2CCN(S(=O)(=O)Cc3ccccc3)CC2)c1	99	-4	-5	0.1	0.5	10	9	1	-7	5
Cc1ccc(/C=N/NC(=O)c2cccc(NC(=O)c3ccccc3Cl)c2)o1	96	12	-5	0.3	0.0	-4	-4	-3	0	10
O=C(O)c1cc(Cl)c(Cl)cc1C(=O)Nc1cccc2ncccc12	100	6	-3	-0.9	-0.1	2	-5	2	-4	-5

Entries listed so far that contain an aryl thioether with sulfur outside any ring, in the order listed:
SMILES	ABCB6 inh 2	Exocytosis inh	ABHD5 PLIN5 PPI	MC4R ag barr	aDG glyco act	MC4R antag cAMP	NOD2-RIPK2 inh	N-glyco inh	TLR9-MyD88 block	Vif inh
CCc1cccc(C)c1NC(=O)CSc1nc(C)c(C)o1	93	-3	0	1.7	-0.3	5	-6	1	-4	16
CCCCCn1c(SCCOCC)nc2c1c(=O)[nH]c(=O)n2C	94	0	5	0.2	0.0	9	-4	2	6	-13
CCn1c(SCC(=O)N2CCN(S(=O)(=O)c3ccccc3)CC2)nnc1-c1cccs1	88	0	3	-2.1	0.5	4	-15	-1	-6	-9
CSc1ccc(/C=N/n2nnnc2N)cc1	93	-3	6	0.0	-0.4	7	7	2	-3	-1

Following part
SMILES	ABCB6 inh 2	Exocytosis inh	ABHD5 PLIN5 PPI	MC4R ag barr	aDG glyco act	MC4R antag cAMP	NOD2-RIPK2 inh	N-glyco inh	TLR9-MyD88 block	Vif inh
O=C(c1ccc2oc(Cc3ccc(Cl)cc3)nc2c1)N1CCCCC1CCO (stereo unspecified)	102	8	2	-2.3	0.8	8	-13	-5	-7	3
Cc1ccc(S(=O)(=O)NN=C2CC3CC2C2CCCC32)cc1 (stereo unspecified)	102	2	8	-1.7	0.2	-8	-2	-1	-1	-2
C=C(C)Cn1c(-c2cccs2)n[nH]c1=S	99	-8	-1	-2.5	-0.4	-7	-13	2	4	-1
C[N+](C)(C)CCNC(=O)c1c[nH]c2ccccc12	103	-8	-9	.	0.0	.	4	.	.	.
O=C(C1CCN(S(=O)(=O)N2CCOCC2)CC1)N1CCOCC1	104	-4	-3	-2.2	0.1	9	8	1	-7	.
COc1cc(C(=O)N2CCN(c3ccc(C)cc3C)CC2)cc(OC)c1OC	98	0	2	-0.8	0.1	-16	4	17	-4	-1
Nc1nc(N)c2cc(CNc3ccc(Cl)c(Cl)c3)ccc2n1	93	49	2	-1.2	-0.5	5	6	-19	-5	-4
O=C(NC1CCCC1)c1ccc2c(c1)S(=O)(=O)c1ccccc1C2=O	102	12	2	-1.3	0.0	-15	-11	4	-5	5
CS(=O)(=O)Nc1ccccc1C(=O)OCC(=O)NCc1cccs1	99	-2	-6	-1.1	0.1	6	0	0	-9	0
CC1CN(C(=O)CCNC(=O)c2ccccc2Cl)CC(C)O1 (stereo unspecified)	107	-2	3	0.9	-0.1	1	-3	3	4	-2
Cc1cc(NC(=O)c2cccnc2)ccc1NC(=O)c1cc2ccccc2o1	95	5	-1	0.7	-0.1	22	-4	-1	-24	-7
Cc1nn(-c2c(Cl)cc(Cl)cc2Cl)c(=O)c2ccccc12	93	-3	-5	0.4	0.3	9	-4	-1	-8	-1
CCOc1ncccc1C(=O)NCCCSc1ccccc1	95	6	0	-0.9	0.3	-4	-11	-4	3	-1
O=C(COC(=O)c1ccccc1Cl)NCc1cccs1	98	-6	-1	-0.6	-0.1	11	-3	0	-6	-1
CCCCNC(=O)NS(=O)(=O)c1ccc(NS(=O)(=O)c2ccccc2)cc1	98	-3	-1	-2.5	-0.3	4	2	2	6	3
O=C(COC(=O)CNS(=O)(=O)c1c(Cl)cccc1Cl)Nc1ccccc1Sc1ccccc1	99	2	0	0.1	0.0	32*	9	3	5	-12
CCOc1ccccc1N1CCN(C(=O)c2c(Cl)cnn2C)CC1	105	21	-2	-0.3	-0.1	10	-8	1	-4	0
CCOC(=O)C1=C(COc2ccc(F)cc2Cl)NC(=O)NC1c1cc(C)ccc1C (stereo unspecified)	98	-1	-6	-0.5	0.8	12	1	9	-2	-3
CC(=O)NS(=O)(=O)c1ccc(N)cc1	97&98	-2&-7	-11&7	-0.4&-0.6	0.0&0.1	4&9	-8&-8	2&1	-3&-5	-13&-15
COc1ccc(C(=O)NCCCN(C)CCCNC(=O)c2ccc(OC)cc2)cc1	94	?	4	1.2	-0.1	1	0	-1	-10	0
Cc1ccccc1N=C(NOCc1ccccc1)c1nonc1N	95	-1	1	0.3	0.6	11	-1	-4	-1	12
C=CCn1c(=O)c(C(=O)Nc2ncccc2C)c(O)c2ccccc21	82	3	3	-0.1	-0.2	8	0	-1	-9	3
Cc1cc(C)c2nc(-c3ccccn3)cc(C(=O)N3CCCC3)c2c1	103	1	-7	-1.3	0.0	5	3	4	-17	-12
CN=C1SC(CC(=O)Nc2ccccc2F)C(=O)N1/N=C/c1ccc(O)c(OC)c1 (stereo unspecified)	92	-1	4	-0.5	-0.1	20	-1	-1	3	-2
S=C(NCCCc1ccccc1)Nc1ccccc1Cl	105	-1	-7	2.3	0.0	4	-14	2	7	-14
CC1Cc2ccccc2N1C(=O)CN1C(=O)NC(C)(c2ccc3c(c2)OCCO3)C1=O (stereo unspecified)	99	-1	-2	-0.5	0.2	12	13	0	0	-6

Record cards (already shown):
Record of CSc1ccc(/C=N/n2nnnc2N)cc1 : ABCB6 inh 2 = 93; Exocytosis inh = -3; ABHD5 PLIN5 PPI = 6; MC4R ag barr = 0.0; aDG glyco act = -0.4; MC4R antag cAMP = 7; NOD2-RIPK2 inh = 7; N-glyco inh = 2; TLR9-MyD88 block = -3; Vif inh = -1
Record of CN=C1SC(CC(=O)Nc2ccccc2F)C(=O)N1/N=C/c1ccc(O)c(OC)c1 (stereo unspecified) : ABCB6 inh 2 = 92; Exocytosis inh = -1; ABHD5 PLIN5 PPI = 4; MC4R ag barr = -0.5; aDG glyco act = -0.1; MC4R antag cAMP = 20; NOD2-RIPK2 inh = -1; N-glyco inh = -1; TLR9-MyD88 block = 3; Vif inh = -2

Compound activity: PubChem, several laboratories
